# Screening results from PubChem BioAssay.
# KCC2 mod – modulators of human KCC2 chloride dependent transport; B-score of Tl+ flux slope (higher = more flux/activation; lower = inhibition) at 10 µM; KCC2 cells, thallium flux FluoZin-2 fluorescence; Q9H2X9; 190,000 tested, 2.2% active;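 active means thallium flux slope and its plate-corrected score both differing from the plate sample mean at a set confidence after two filtering rounds, in either direction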;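 further: slope of fluorescence scaled to starting intensity during 10 to 20 s after thallium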
# thrombin 1536 – blocks human thrombin protease activity | alpha-thrombin, Boc-VPR-AMC fluorogenic substrate cleavage | P00734 | AID 1046 | inhibition, % at 5 µM | 220,000 tested, 0.26% active;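 active means inhibition at or above 40%; inactive means inhibition below 40%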;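 further: 0% = enzyme with no compound and 100% = wells without enzyme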
#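 Material: human alpha-thrombin enzyme / Medium: pH 7.5 Tris (50 mM) with NaCl 150 mM, Tween 20 0.05% / Compound: single-point dosing at 5 µM, 0.2% DMSO / Incubation: enzyme reaction carried out at room temperature / Detection: AMC fluorescence, 355/460 nm / Read-out basis: percent inhibition scaled between no-compound controls and no-enzyme blanks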
# TNF death inh – blocks TNF-alpha induced death of Jurkat FADD-/- cells; activation (protection from cell death), % at 10 µM; 220,000 tested, 0.068% active; Jurkat FADD-/- TNF necroptosis rescue, ATP luminescence, 24 h; 0 = TNF only, 100 = no-TNF cells; AID 463075;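 active means activation, meaning protection from cell death, of at least 50% relative to plate controls; inactive means activation below 50%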;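 further: necroptosis triggered by 40 ng/mL TNF-alpha added together with compound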
# Hck-Nef inh – human Hck-Nef kinase inhibition | P08631 | Recombinant Hck-YEEI plus Nef, Z-Lyte FRET kinase assay | inhibition, % at 20 µM | 220,000 tested, 0.68% active;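 active means Hck-Nef kinase inhibition above about 50%, limit read from the data; inactive means inhibition below that limit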;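 further: 0% = DMSO with Hck plus Nef and 100% = Hck alone without Nef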
# FXIIa inh – factor XIIa (human) inhibition; purified FXIIa, Boc-QGR-AMC fluorogenic substrate, 2 h; 220,000 tested, 0.3% active; P00748; inhibition, % at 5 µM; in the data active means inhibition above about 40%;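 further: 0% = enzyme with no compound and 100% = blank without enzyme; many of its hits are not listed in these tables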
# L929 necroptosis – L929 zVAD cell death inhibition | L929 zVAD necroptosis rescue, ATP luminescence, 24 h; with zVAD 60 µM | viability rescue, % at 10 µM | 220,000 tested, 0.38% active | AID 1377;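 active means activation, scaled between plate controls, above about 75%, limit read from the data; inactive means activation under that limit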;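 further: 0% = zVAD with DMSO and 100% = DMSO alone without zVAD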
# Rad51 HR inh – Rad51 (human) homologous recombination inhibition | Q06609 | hRad51 DNA strand exchange, fluorescence dequenching | inhibition, % at 10 µM | 200,000 tested, 0.085% active;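 active means inhibition above 40% at the single screening dose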;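 further: 0% = DMSO control wells and 100% = blanks with heterologous ssDNA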
#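 Material: human Rad51–ssDNA filaments; Probe or stimulus: labelled 47-mer dsDNA for strand exchange; Doses: single 10 µM dose; Incubation: 37 °C 15-min filament assembly, 30-min compound preincubation, 15-min exchange; Technique: FRET fluorescence dequenching, excitation 485 nm, emission 520 nm; Measure: Fluorescence-based percent inhibition, control- and blank-normalised; Benchmarks: plate control and blank wells.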
# FXIa inh – inhibitors of human coagulation factor XIa; P03951; purified FXIa, Boc-Glu-Ala-Arg-AMC fluorogenic substrate; inhibition, % at 5 µM; 220,000 tested, 0.14% active; AID 798;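 active means inhibition of at least 40%; inactive means inhibition below 40%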;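 further: fluorescence of freed AMC excited at 355 nm; 0% = enzyme without compound and 100% = no enzyme blank; many of its hits are not listed in these tables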
# Target sequence (P03951 19-387 limits assumed): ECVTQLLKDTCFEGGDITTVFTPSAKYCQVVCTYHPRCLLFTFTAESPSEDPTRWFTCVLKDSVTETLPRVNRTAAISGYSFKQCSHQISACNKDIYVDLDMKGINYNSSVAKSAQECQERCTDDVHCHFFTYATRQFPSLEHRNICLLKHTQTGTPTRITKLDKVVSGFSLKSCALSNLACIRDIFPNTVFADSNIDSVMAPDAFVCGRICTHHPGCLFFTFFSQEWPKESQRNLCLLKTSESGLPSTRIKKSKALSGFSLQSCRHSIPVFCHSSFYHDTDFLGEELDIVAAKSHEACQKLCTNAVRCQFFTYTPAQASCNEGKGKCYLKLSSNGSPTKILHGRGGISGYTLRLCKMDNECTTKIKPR
# Target sequence (P03951 388-625 limits assumed): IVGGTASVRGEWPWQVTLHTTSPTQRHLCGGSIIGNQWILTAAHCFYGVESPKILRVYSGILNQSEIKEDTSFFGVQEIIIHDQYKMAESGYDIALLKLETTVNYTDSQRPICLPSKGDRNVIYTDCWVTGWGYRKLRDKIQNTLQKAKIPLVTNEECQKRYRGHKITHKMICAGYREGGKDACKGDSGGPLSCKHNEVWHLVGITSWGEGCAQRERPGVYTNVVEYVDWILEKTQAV
# KLK5 inh – inhibitors of human kallikrein 5. AID 873. 210,000 tested, 0.59% active. inhibition, % at 5 µM. Q9Y337. recombinant hK5, fluorogenic AMC substrate cleavage;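 active means inhibition of 40% or more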;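 further: 0% = enzyme controls without compound and 100% = no-enzyme blanks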
# Target sequence (Q9Y337 67-293 limits assumed): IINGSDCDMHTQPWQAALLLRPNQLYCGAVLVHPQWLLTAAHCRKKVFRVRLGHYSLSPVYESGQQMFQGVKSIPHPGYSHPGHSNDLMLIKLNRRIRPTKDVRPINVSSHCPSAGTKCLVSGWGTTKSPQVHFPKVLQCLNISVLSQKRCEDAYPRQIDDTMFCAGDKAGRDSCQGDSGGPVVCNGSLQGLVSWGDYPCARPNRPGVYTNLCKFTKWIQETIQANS
# Active calls of the source: *; i = inactive; nt = not tested or not shown; & = joins results of further samples. These rows are one share of the data; rates above refer to the full screens.
# Fields – KCC2 mod	thrombin 1536	TNF death inh	Hck-Nef inh	FXIIa inh	L929 necroptosis	Rad51 HR inh	FXIa inh	KLK5 inh
- Fc1ccc(COc2ccc(-c3nnco3)cc2)cc1
 : -1.14	6.2	1.2	0.8	9.6	0.3	-3.4	1.1	-1.9
- NC(=O)c1ccc(NC(=O)Cc2csc(-c3ccccc3)n2)cc1
 : -0.869	-0.3	1.9	24.5	6.0	0.7	9.5	-0.8	1.1
- CCN(CC)c1ccc(NC(=O)COC(=O)c2cccs2)cc1
 : -0.0687	-5.6	-0.1	11.7	-8.2	0.8	nt	-7.3	18.5
- CC(C)CNC(=O)c1cccc(NC(=O)Cc2ccc(Cl)cc2)c1
 : -0.724	-5.8	2.7	3.6	7.7	1.4	-2.9	4.7	-14.7
- Cc1cc(N2C(=O)C3C4CCC(C4)C3C2=O)no1 (stereo unspecified)
 : 0.186	-5.1	0.0	1.3	7.2	-1.1	nt	-2.5	-6.3
- Cc1cccn2c(CNCC3(c4ccccc4)CCCC3)c(C(=O)N3CCOCC3)nc12
 : -0.0732	-2.6	-6.0	22.7	11.7	-0.8	0.6	-3.2	1.4
- CCN(CC)S(=O)(=O)c1ccc(N2CCCC2)c(NC(=O)CC(C)(C)C)c1
 : 0.372	2.1	2.5	11.7	6.9	0.2	-19.8	5.3	5.4
- Cc1ccc(S(=O)(=O)/N=C(\Nc2cccc(C)c2)Nc2nc(C)cc(C)n2)cc1
 : 0.156	-1.7	2.0	3.1	7.6	-0.5	-3.9	-5.8	-1.1
- Cc1nc([N+](=O)[O-])c(N2CCOCC2)n1Cc1ccccc1
 : 0.0897	3.4	2.5	2.2	10.8	0.3	11.0	5.4	5.5
- O=C(CCS(=O)(=O)c1cc(Br)cc2c1N(C(=O)C1CC1)CC2)N1CCN(c2ccccn2)CC1
 : -0.348	-9.5	-0.4	-4.2	0.6	0.1	-3.9	-6.2	-5.0
- COc1cc(/C=N\NC(=O)c2sc(N)nc2C)cc(OC)c1OC
 : -0.127	1.4	5.8	16.2	13.7	-0.4	-7.4	7.2	0.6
- Cc1nn(C)c(C)c1S(=O)(=O)N1CCC(C(=O)NC2CCCCC2)CC1
 : nt	1.8	-1.8	-1.3	12.7	0.4	3.5	4.9	-4.1
- Cc1ccc2[nH]c3c(c2c1)CN(C(=O)CN1CCN(c2ccccc2F)CC1)CC3
 : nt	2.2	-4.4	-0.1	2.4	0.7	-2.7	39.1	4.8
- O=C(COC(=O)c1cccc(Br)c1)Nc1cccc2c1C(=O)c1ccccc1C2=O
 : 0.774	-3.9	-0.1	42.2	7.2	0.9	nt	-1.1	5.2
- COc1ccc(NC(=O)CC2C(=O)N(c3cccc(OC)c3)C(=O)N2CCC(C)C)cc1 (stereo unspecified)
 : nt	-5.4	-1.1	-2.1	8.9	-0.2	-3.5	2.7	-5.0
- CCOc1ccc(NC(=O)C2CC=CCC2C(=O)O)cc1 (stereo unspecified)
 : nt	2.0	-0.7	-0.7	17.0	0.2	-8.3	4.8	5.5
- CCOC(=O)C1=C(C)NC(=O)NC1c1ccc(Br)o1 (stereo unspecified)
 : -0.805	-7.7	0.3	5.9	1.3	0.0	1.4	-2.6	-24.5
- Cc1ccc(Cn2c(SCCN3CCOCC3)nc3c2c(=O)n(C)c(=O)n3C)cc1
 : -0.504	-4.3	-0.5	0.3	11.6	-0.8	-3.5	0.3	2.9
- Cn1ncc(C#N)c1NC(=O)C1CC(c2ccc(Cl)c(Cl)c2)=NO1 (stereo unspecified)
 : -1.43	-2.8	-0.1	1.0	6.0	0.1	3.0	0.8	-2.8
- CCOC(=O)c1ccccc1N1C(=O)C2Sc3[nH]c(=O)sc3C(/C=C/c3ccccc3)C2C1=O (stereo unspecified)
 : -6.82*	-4.6	1.2	5.2	5.4	1.2	-36.6	0.9	-18.3
- COCCN(CCOC)S(=O)(=O)c1ccc(C(=O)NC2CCN(Cc3ccccc3)CC2)cc1
 : 0.477	-5.7	-5.4	0.0	-6.1	0.8	-3.1	-1.9	-10.6
- O=C(c1ccc(S(=O)(=O)Nc2ccc(F)cc2)cc1)N1CCN(C(=O)c2ccco2)CC1
 : nt	-8.2	-3.5	0.7	0.4	-0.7	-3.0	-5.0	-3.4
- Oc1ccccc1-c1cc(-c2ccccc2Cl)[nH]n1
 : -0.657	-3.5	-1.7	9.8	5.6	1.4	-7.9	-2.8	19.8
- COCCSc1ccccc1C(=O)Nc1cc(C)ccn1
 : 1.17	-4.3	1.0	0.7	1.2	0.3	10.9	-4.0	-11.1
- CCCn1c(CN2CCN(C(=O)c3ccco3)CC2)nc2c1c(=O)n(C)c(=O)n2C
 : -0.00874	-3.4	1.1	19.4	13.7	0.2	-0.2	0.4	-2.5
- COc1cc(OC)cc(OCC(O)Cn2ccnc2)c1 (stereo unspecified)
 : -0.636	2.6	2.5	-1.9	5.2	1.2	-4.1	4.5	-23.4
- O=C(c1ccco1)N(Cc1ccc2c(c1)OCO2)Cc1cc2cc3c(cc2[nH]c1=O)OCO3
 : nt	1.9	0.7	125.8*	10.8	-1.1	-10.6	0.1	1.6
- N#CNC(=Nc1cccc(Cl)c1)Oc1ccccc1
 : i	-4.0	2.9	14.3	-0.1	1.8	2.6	-1.3	-1.2
- Cn1c(=O)c2c(nc(SCC(=O)c3ccccc3F)n2C)n(C)c1=O
 : 0.00793	-15.4	1.0	16.9	1.8	0.4	12.0	-4.2	-2.9
- CC(C)(C)NC(=O)CCSc1nnc(-c2ccco2)o1
 : 1.6	-12.4	0.0	31.6	-1.8	1.9	-2.4	-0.3	-3.6

# 2 compounds picked at random from the list so far, as already listed:
# Fields – KCC2 mod	thrombin 1536	TNF death inh	Hck-Nef inh	FXIIa inh	L929 necroptosis	Rad51 HR inh	FXIa inh	KLK5 inh
- Cc1cc(N2C(=O)C3C4CCC(C4)C3C2=O)no1 (stereo unspecified)
 : 0.186	-5.1	0.0	1.3	7.2	-1.1	nt	-2.5	-6.3
- CCCn1c(CN2CCN(C(=O)c3ccco3)CC2)nc2c1c(=O)n(C)c(=O)n2C
 : -0.00874	-3.4	1.1	19.4	13.7	0.2	-0.2	0.4	-2.5

# Other records
# Fields – KCC2 mod	thrombin 1536	TNF death inh	Hck-Nef inh	FXIIa inh	L929 necroptosis	Rad51 HR inh	FXIa inh	KLK5 inh
- CCCSc1nnc(Sc2nnnn2-c2ccccc2)s1
 : nt	-7.8	-11.3	2.3	12.3	-1.0	nt	-5.4	-3.3
- COc1ccc(NC(=S)N/N=C2/CCCc3c(C)cc(C)cc32)cc1
 : -1.22	4.9	-0.1	7.8	19.6	0.0	-0.9	3.7	-4.3
- O=C(Nc1nnc(SCc2ccc(F)cc2)s1)c1ccc2ncsc2c1
 : -1.34	-0.2	2.4	4.1	9.4	1.2	-2.1	5.2	-7.8
- CN(CC(=O)Nc1ccc(N2CCOCC2)cc1)CC(=O)Nc1cccc(C#N)c1
 : 1.58	-0.3	2.0	9.7	12.2	nt	-38.9	7.3	-10.8
- COC(=O)CCCC1=CC2=C(c3ccccc3)C(=O)C(C)(OC(=O)C3CCCC3)C(=O)C2=CN1CCN1CCOCC1 (stereo unspecified)
 : 0.717	0.2	3.9	23.5	6.7	1.0	-11.2	0.1	1.3
- O=C(c1ccc(O)cc1)c1ccc(C(=O)c2ccc(O)cc2)cc1
 : 0.716	3.4	-5.6&-3.5	12.6&0.8	5.5&4.5	-0.5&-0.4	11.2	2.4&6.2	1.9&-20.1
- CCSc1n[nH]c(=O)[nH]c1=O
 : 0.141	-4.7	0.3	-8.7	-0.9	-0.5	1.9	-1.1	-11.1
- COC(=O)c1nn(-c2nc(-c3cccc(OC)c3)cc(C(F)(F)F)n2)cc1[N+](=O)[O-]
 : 1.26	-12.0	1.5	18.0	5.3	-0.2	18.1	-1.7	2.9
- O=C(NC1CCCC1)c1ccc([N+](=O)[O-])s1
 : 0.00202	-0.7	-3.3	8.1	0.2	0.3	7.2	-20.1	-20.3
- O=C(CSc1nc2ccccc2[nH]1)NCCCn1ccnc1
 : 0.149	-0.5	-0.2	-6.8	12.1	-1.4	-2.4	11.6	2.0
- O=C(NCCc1ccccc1)C(c1cccs1)N(C(=O)CCl)c1ccc(Cl)cc1 (stereo unspecified)
 : -0.702	-7.3	-15.3	-0.8	7.1	0.3	nt	-1.3	-31.5
- CCN(CC(=O)NCc1ccccc1Cl)CC(=O)Nc1c(F)cccc1F
 : 0.53	1.5	1.2	13.5	10.1	0.1	11.6	-1.5	1.1
- O=C(CNC(=O)c1ccccc1)OCC(=O)N1c2ccccc2Sc2ccccc21
 : -0.508	-4.1	1.5	3.2	5.4	1.2	4.3	5.9	-9.4
- O=C(CCc1nnc(CCCc2ccccc2)o1)NC(C1CC1)C1CC1
 : -0.556	-7.4	0.9	21.6	1.2	1.7	2.5	-4.6	-2.2
- O=C(CSc1ncnc2ccccc12)NCc1ccco1
 : 0.232	-4.7	-0.1	0.5	13.4	-0.2	-3.3	2.5	10.3
- CCOC(=O)c1sc(C)c2c1NC(C)(c1ccccc1)NC2=O (stereo unspecified)
 : 0.488	-3.4	-1.1	0.6	14.9	0.1	6.5	-11.3	1.7
- CCOc1ccccc1N1CCN(C(=O)c2ccccc2)CC1
 : -2.04	1.8	-0.8	0.5	10.1	0.7	0.1	-6.3	-21.6
- Cc1cc(C)n2nc(C(=O)N/N=C/c3ccccc3Cl)nc2n1
 : -0.354	-5.7	-0.8	21.8	6.5	-1.0	-1.2	-3.5	-2.9
- CCS(=O)(=O)c1ccc2oc(SCC(=O)N3CCCCC3)nc2c1
 : 0.184	-3.0	0.4	2.7	3.1	1.1	-5.1	-2.2	-1.8
- COc1cc2c(cc1OC)CN(C(=O)c1cccs1)CC2
 : nt	4.9	0.5	-0.7	4.0	0.3	4.0	-2.5	-3.8
- Cn1c(C(=O)OC(C(=O)NC2CCCC2)c2cccnc2)cc2sccc21 (stereo unspecified)
 : -2.72*	-2.9	-0.8	1.3	0.0	0.1	-5.8	-9.3	-10.7
- CCNC(=O)COC(=O)c1ccc(NS(=O)(=O)c2ccc3c(c2)OCCO3)cc1
 : 0.00985	-0.8	1.4	-14.7	8.8	1.2	-35.4	6.3	-7.1

# A draw from above in order of SMILES length, low to high:
# Fields – KCC2 mod	thrombin 1536	TNF death inh	Hck-Nef inh	FXIIa inh	L929 necroptosis	Rad51 HR inh	FXIa inh	KLK5 inh
- O=C(CSc1nc2ccccc2[nH]1)NCCCn1ccnc1
 : 0.149	-0.5	-0.2	-6.8	12.1	-1.4	-2.4	11.6	2.0
- CCS(=O)(=O)c1ccc2oc(SCC(=O)N3CCCCC3)nc2c1
 : 0.184	-3.0	0.4	2.7	3.1	1.1	-5.1	-2.2	-1.8
- O=C(NCCc1ccccc1)C(c1cccs1)N(C(=O)CCl)c1ccc(Cl)cc1 (stereo unspecified)
 : -0.702	-7.3	-15.3	-0.8	7.1	0.3	nt	-1.3	-31.5
- COC(=O)CCCC1=CC2=C(c3ccccc3)C(=O)C(C)(OC(=O)C3CCCC3)C(=O)C2=CN1CCN1CCOCC1 (stereo unspecified)
 : 0.717	0.2	3.9	23.5	6.7	1.0	-11.2	0.1	1.3
